AID2073: inhibitors of Mint1-CaV2.2 protein interaction, biochemical, HTRF (AID 2073); HTRF protein-protein interaction, Mint1-CaV2.2; higher % means a stronger effect; one-dose inhibition, % at 20 µM; IC50 in µM for titrated hits; hit rate 0.19% among 290,000; in the data active means inhibition mostly above about 51%, no sharp cut-off; inconclusive means no clear call, values can overlap the other calls; inactive means mostly below about 53%; further: some results filed as inactive read as strong as hits
LYP inhibition: inhibitors of LYP phosphatase, biochemical, fluorescence intensity, uHTS (AID 1779); hit rate 0.054% among 290,000; recombinant LYP phosphatase, fluorescence intensity; higher % means a stronger effect; inhibition, % at 11.5 µM, or IC50 in µM where a hit was titrated; in the data active means inhibition above about 50%;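 further: plate controls were vehicle with enzyme for no effect and no enzyme for full effect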
SIAH1 antagonists: blockers of Siah-1 interaction with plectin peptide – biochemical, fluorescence polarization, rhodamine-plectin, uHTS, primary screen (AID 1817); Siah-1 / rhodamine-plectin peptide fluorescence polarization; higher % means a stronger effect; one-dose displacement, % at 20 µM; IC50 in µM for titrated hits; hit rate 0.02% among 290,000;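 active means displacement of at least 50% at 20 µM, with a fluorescence ratio check between 0.3 and a set limit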;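 further: plate controls were Siah plus tracer with DMSO for no effect and tracer alone without Siah for full effect; strong numbers were not always called active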
An asterisk follows results filed as active; ? = inconclusive. Only part of the results is shown (hit frequency here may not be typical).

AID2073	LYP inhibition	SIAH1 antagonists	SMILES
2.1%	-8.8%	-2.2%	Cc1ccc(S(=O)(=O)NNC(=O)Nc2ccc(C)c(C)c2)c(C)c1
?	0.3%	-3.6%	CN(Cc1c(C(=O)N/N=C/c2cc(F)ccc2F)nnn1-c1nonc1N)C1CCCCC1
33.3%	-7.0%	1.5%	CN1C2CCC1CC(NC(=O)c1ccc([N+](=O)[O-])cc1)C2 (configuration not stated)
20.3%	7.9%	-1.0%	O=C(N/N=C/C(Cl)=C/c1ccccc1)c1ccccc1F
0.4%	-10.3%	-4.0%	CCN1CCN(CCNC(=O)c2ccc3c(c2)N(Cc2ccc(F)cc2)C(=O)c2ccccc2S3=O)CC1 (configuration not stated)
-10.0%	-7.0%	1.1%	COC(=O)C1CN(C(=O)c2ccc(OC(F)F)cc2)c2ccccc2O1 (configuration not stated)
-8.3%	-7.5%	11.5%	CCCCN(CC)CCNC(=O)Cn1cnc2sc(C)c(S(=O)(=O)N3CCC(C)CC3)c2c1=O
0.3%	-6.8%	0.6%	CCCCN(C)C(=O)c1cn(-c2cccc(OC)c2)c(=O)c2ccccc12
7.5%	-3.7%	0.7%	COc1cc(C2c3[nH]c4ccccc4c3C[C@H]3C(=O)N(CCO)CC(=O)N23)cc(OC)c1OC (some centres not stated)
7.1%	-12.6%	4.4%	CC1CCCCC1NC(=O)CCNS(=O)(=O)c1ccc(Cl)cc1 (configuration not stated)
7.5%	1.5%	-6.0%	COc1ccc(CN(C(=O)CCC(=O)Nc2cc(C)on2)C(C(=O)NC(C)(C)C)c2cccc(OC)c2OC)cc1 (configuration not stated)
10.2%	-6.5%	-8.6%	CC(=O)N=c1sccn1CC(O)c1ccccc1 (configuration not stated)

A portion from the list above:
AID2073	LYP inhibition	SIAH1 antagonists	SMILES
0.3%	-6.8%	0.6%	CCCCN(C)C(=O)c1cn(-c2cccc(OC)c2)c(=O)c2ccccc12
7.5%	-3.7%	0.7%	COc1cc(C2c3[nH]c4ccccc4c3C[C@H]3C(=O)N(CCO)CC(=O)N23)cc(OC)c1OC (some centres not stated)
7.1%	-12.6%	4.4%	CC1CCCCC1NC(=O)CCNS(=O)(=O)c1ccc(Cl)cc1 (configuration not stated)
7.5%	1.5%	-6.0%	COc1ccc(CN(C(=O)CCC(=O)Nc2cc(C)on2)C(C(=O)NC(C)(C)C)c2cccc(OC)c2OC)cc1 (configuration not stated)
10.2%	-6.5%	-8.6%	CC(=O)N=c1sccn1CC(O)c1ccccc1 (configuration not stated)

(listing goes on)
AID2073	LYP inhibition	SIAH1 antagonists	SMILES
-9.4%	-11.5%	-5.9%	Cc1ccc(CSc2[nH]c(=O)ncc2C)cc1
-10.0%	-7.7%	-0.8%	CC(C)C(NS(=O)(=O)/C=C/c1ccccc1)C(=O)NCc1ccc(F)cc1 (configuration not stated)
13.0%	-5.4%	1.2%	CN1CCN(CCc2nc3cc(NC(=O)COc4ccc([N+](=O)[O-])cc4)ccc3n2C)CC1
-0.7%	-3.0%	-0.4%	Cc1nonc1NC(=O)c1oc2ccccc2c1C
3.6%	-6.4%	-1.9%	O=C(CCNC(=O)N1CC(=O)Nc2ccccc21)Nc1ccc(F)c(Cl)c1
9.4%	-5.9%	0.7%	COc1cccc(CNC(=O)CCCC(=O)NC(C)CCc2ccccc2)c1 (configuration not stated)
2.1%	-6.2%	-1.3%	C=CCN(c1ccc(C(=O)Nc2ccc3c(c2)n(C)c(=O)n3C)cc1)S(C)(=O)=O
12.8%	-3.2%	-2.1%	O=C(Cn1nc(-c2ccco2)ccc1=O)Nc1ccc(Cl)c(Cl)c1
9.5%	-9.6%	5.2%	O=C(CSc1ccc(-c2ccc(Br)cc2)nn1)NC1CCCC1
31.2%	-2.0%	0.3%	COc1ccc(CNCCC(c2ccc(OC(C)C)cc2)c2ccccc2OC)cc1OC (configuration not stated)
2.5%	-8.3%	14.2%	CCC1(c2ccccc2)NC(=O)N(CC(=O)Nc2nnc(C3CC3)s2)C1=O (configuration not stated)
14.0%	-1.1%	1.0%	COc1cc(/C=N/NC2=NS(=O)(=O)c3ccccc32)cc(OC)c1OC
9.6%	-4.2%	-3.5%	CCCOc1ccc(N2C(=O)CC(N3CCN(c4ccc([N+](=O)[O-])cc4)CC3)C2=O)cc1 (configuration not stated)
9.8%	-10.9%	-3.9%	COC(=O)C1Cc2ccccc2CN1S(=O)(=O)c1ccc(C)cc1 (configuration not stated)
7.1%	-6.6%	4.6%	Cc1ccc(C(=O)N/C(=C/c2ccccc2F)C(=O)NCCCn2ccnc2)cc1
8.6%	-9.6%	6.6%	COC(=O)c1ccccc1NC(=O)CCn1c(=O)oc2ccccc21
-5.4%	-8.8%	-3.5%	COc1cccc(NC(=O)COC(=O)COc2cccc3c2OC(C)(C)C3)c1
5.6%	-0.7%	-5.1%	COc1ccc2[nH]c(C(=O)N/N=C/c3ccccc3OC)cc2c1
42.3%	-4.4%	6.4%	CN(CCC#N)C(=O)c1cc2c(s1)-c1ccccc1SC2
6.0%	-8.5%	2.0%	CC(=O)c1cccc(CN2CCC(C(=O)Nc3ccc(Oc4cccnc4)cc3)CC2)c1
-6.9%	-4.1%	-3.8%	CCC1(c2ccccc2)NC(=O)N(CC(=O)N(C)CC(=O)Nc2cccc(F)c2)C1=O (configuration not stated)
6.7%	-5.1%	2.0%	Cc1ccc(CNC(=O)c2cc(Cl)cc(Cl)c2)n1C
3.5%	-9.5%	4.2%	COc1ccc(S(=O)(=O)Nc2ccc(Cc3ccncc3)cc2)cc1OC
0.6%	-4.8%	-6.0%	CCCCn1c(N)c(N(CC)C(=O)CSCc2ccc(C)cc2)c(=O)[nH]c1=O
9.5%	-5.6%	-4.0%	Cc1ccc(C(=O)Nc2ccc(N3CCN(C)CC3)cc2)c(Cl)c1
-1.4%	-12.0%	-8.6%	CCC1CCCCN1CCCNC(=O)C1CCN(c2nnc(-n3cccc3)s2)CC1 (configuration not stated)
-17.3%	-6.7%	6.5%	O=C(O)c1ccccc1C(=O)NC1=NN(c2ccccc2)CC1
-1.2%	-7.3%	0.5%	CC(C)(C)OC(=O)[C@H](Cc1ccccc1)NC(=O)c1[nH]cnc1C(=O)N[C@@H](Cc1ccccc1)C(=O)OCc1ccccc1
-9.1%	3.1%	2.5%	CC1(C)Cc2c(C#N)c(SCCC#N)nc(N3CCOCC3)c2CO1
38.3%	-28.6%	5.0%	Cc1cc(=O)oc2c3c(cc(OCC(=O)NCc4ccccn4)c12)OC(C)(C)CC3
12.0%	-9.7%	4.0%	O=C(CCc1ccccc1)N=C1SC2CS(=O)(=O)CC2N1Cc1ccccc1 (configuration not stated)
2.3%	-13.1%	9.0%	CCC(=O)N1CCc2cc(S(=O)(=O)NCCC(=O)NC3CCCCCC3)ccc21
14.6%	-10.1%	3.2%	COc1ccccc1N1CCN(S(=O)(=O)c2cn(C)nc2C)CC1
11.1%	-8.3%	-0.6%	Cc1cc(=O)oc2c(C)c(OC(C)C(=O)NCC3CCC(C(=O)O)CC3)ccc12 (configuration not stated)
11.7%	-6.7%	-6.3%	COc1ccc(C(=O)NCCNC(=O)c2cnccn2)cc1OC
21.1%	-60.1%	1.2%	N=c1c(C(=O)NC2CCCCC2)cc2c(=O)n3ccccc3nc2n1CCc1ccccc1
4.6%	-5.0%	0.9%	O=C(NCCc1ccccc1)c1ccc2c(c1)OCCO2
13.2%	-13.1%	3.8%	C=CCNC(=O)c1cc2c(=O)n3cccc(C)c3nc2s1
4.1%	-5.6%	1.2%	COc1cccc(OCC(=O)Nc2ccccc2C(=O)Nc2ccc(C(=O)O)cc2)c1
-7.0%	1.2%	-4.1%	CN1CCN(NC(=O)/C=C/c2ccc(C(C)(C)C)cc2)CC1
1.2%	-6.6%	-1.1%	Cc1cc(C)cc(OCC(O)CN2CCN(C(=O)c3ccco3)CC2)c1 (configuration not stated)
10.1%	2.4%	-9.3%	Cc1ccsc1/C=N/N=C/c1sccc1C
6.4%	-12.7%	-5.6%	O=[N+]([O-])c1ccc(C23CC4CC(CC(O)(C4)C2)C3)cc1
8.8%	-12.5%	-4.7%	Cn1nccc1C(=O)N1CCCC(C(=O)c2ccc(C(F)(F)F)cc2)C1 (configuration not stated)
-5.2%	-6.6%	-1.2%	COc1cc(NC(=O)c2cc(-c3ccco3)on2)cc(OC)c1OC
12.8%	-11.1%	-3.5%	O=C(Cc1ccc(Cl)cc1)Nc1ccccc1C(=O)N1CCCCC1
7.3%	-6.1%	14.6%	Cc1cc(C)cc(OCCNC(=O)C2CCN(S(=O)(=O)c3ccccc3)CC2)c1
25.6%	-5.2%	-3.4%	Nc1ccc2nn(-c3cc([N+](=O)[O-])ccc3O)nc2c1
4.0%	-8.7%	0.1%	CCOc1ccc(NC(=O)NCc2ccccn2)cc1
12.8%	-9.7%	-7.6%	CCCn1c(=O)c2sccc2n2c(CCCC(=O)NCc3cccnc3)nnc12
9.1%	-11.2%	-5.1%	CC1CCCCN1C(=O)CCC(=O)Nc1nnc(C2CCCCC2)s1 (configuration not stated)
10.0%	-9.9%	-1.4%	CC(=O)c1ccc([N+](=O)[O-])c(CS(=O)(=O)c2ccc(Cl)cc2)c1
-14.0%	-8.7%	-1.6%	COc1ccc(NC(=S)NNc2ccc(C(=O)O)cc2)cc1
-2.3%	-11.6%	0.5%	O=C(CNC(=O)c1ccccc1F)NCCc1ccc(Cl)cc1Cl
-2.3%	-5.1%	11.5%	Cc1cccc(C)c1NC(=O)CN(C)C(=O)Cc1cccc(C(F)(F)F)c1
14.0%	-6.5%	4.1%	CCOC(=O)c1cn(Cc2ccc(C)cc2)c2cc(F)ccc2c1=O
2.8%	-5.2%	3.1%	COc1ccc(NC(=O)CSc2nnc(NC(=O)C3CCC3)s2)c(OC)c1
-8.6%	-6.3%	3.4%	COCCSc1ccccc1C(=O)Nc1ccc(S(=O)(=O)N2CCOCC2)cc1
16.5%	-10.4%	-0.4%	COCc1cc(C)nc2sc(C(=O)Nc3ccccc3OC)c(N)c12
-10.6%	-6.9%	-0.4%	COC(=O)CCNC(=O)c1nn(Cc2ccccc2)c(=O)c2ccccc12

Going on with the list:
AID2073	LYP inhibition	SIAH1 antagonists	SMILES
-4.1%	-6.0%	-0.3%	NC(=O)c1ccccc1NC(=O)C1CCCO1 (configuration not stated)
9.6%	-4.5%	-1.9%	CCOc1ccc(-c2ccc(NS(=O)(=O)c3cc([N+](=O)[O-])c(C)c([N+](=O)[O-])c3)cc2)nn1
8.3%	-13.3%	-6.9%	O=C(Nc1ccc(Cl)cn1)C1CCCN(c2ncnc3c2nc2n3CCCCC2)C1 (configuration not stated)
48.9%	-13.0%	-0.9%	COc1cccc(NC(=O)CSc2nnc3c(n2)[nH]c2ccc(C)cc23)c1
3.2%	-8.6%	-3.5%	CC(=O)c1ccc(S(=O)(=O)N2CCN(C(=O)CSc3ccc(F)cc3)CC2)cc1
0.8%	0.3%	-3.7%	COc1ccc(OC)c2sc(N(CCN(C)C)C(=O)c3ccc4ccccc4c3)nc12
-10.5%	-4.7%	-1.9%	CCOC(=O)C1(C)NC(c2ccc(O)cc2)C2C(=O)N(c3ccccc3)C(=O)C21 (configuration not stated)
-0.7%	-10.0%	-1.6%	CSc1ccc(CN2CCC(CO)(CCOc3ccccc3)CC2)cc1
20.3%	-2.7%	-3.9%	COc1cc(/C=C2\SC(=S)N(NC(=O)c3ccc(O)c(OC)c3)C2=O)ccc1O
11.3%	-9.0%	2.7%	OC(COC1CCCCC1)CN1CCCCC1 (configuration not stated)
10.4%	-12.2%	-3.3%	CC1CN(C(=O)CCC(=O)NCc2ccccc2)c2ccccc2O1 (configuration not stated)
7.8%	-10.1%	1.8%	Cc1ccc(SCCNCc2ccco2)cc1
10.0%	2.3%	1.1%	CCOC(=O)C1CCN(C(=O)C2CCN(S(=O)(=O)c3cc(Cl)ccc3OCC)CC2)CC1
0.7%	-8.6%	-2.5%	Cc1cc(C)c2c(n1)SCC(=O)N2CC(=O)Nc1c(C)cccc1C
-5.1%	-6.5%	12.0%	COc1ccc(OCC(=O)Nc2c3c(nn2-c2ccccc2)CS(=O)(=O)C3)cc1
?	-7.4%	-0.3%	O=C1OCc2ccc(NC(=O)c3ccccc3C(=O)O)cc21
3.9%	-6.8%	0.7%	CCOCCOC(=O)c1[nH]c2c(c1C)C(=O)CC(c1ccccc1)C2 (configuration not stated)
-0.9%	-0.7%	-3.1%	CSCC(C)N1CCC(n2nccc2NC(=O)c2ccccc2C)CC1 (configuration not stated)
0.9%	3.1%	-2.2%	Oc1ccc(C2=CSC3=NCCN23)cc1O
5.7%	-12.5%	0.1%	COc1cccc(C(=O)NNC(=O)c2cccc(F)c2)c1
12.8%	-3.1%	-5.7%	CCn1c(CC(=O)Nc2ccccc2)nnc1SCC(=O)NC1=NCCS1
16.7%	-6.8%	-0.9%	CNC(=O)CN(CCc1ccccc1)S(=O)(=O)c1ccc(OC)cc1
27.6%	-1.4%	2.2%	CNc1nc(N)c([N+](=O)[O-])c(Nc2ccccc2OC)n1
14.8%	-9.6%	-0.7%	COc1ccc(CCNC(=O)C2CCCN(S(=O)(=O)c3ccc(F)cc3)C2)cc1 (configuration not stated)
-0.2%	-11.4%	3.3%	Cc1cc(C)nc(CCNC(=O)CC2C(=O)NCCN2Cc2ccccc2)n1 (configuration not stated)
8.5%	-5.9%	11.5%	O=C(O)Cc1ccc(NC(=O)Nc2ccc3c(c2)OCO3)cc1
8.6%	-10.1%	-3.7%	CC12CCCCC1NS(=O)(=O)OC2 (configuration not stated)
16.3%	-10.3%	4.6%	CCCNc1c(NS(=O)(=O)c2ccc(C(C)(C)C)cc2)c(=O)oc2ccccc12
